# TCR CD3 inh – human TCR-CD3 binding inhibition; 360,000 tested, 0.37% active; inhibition, % at 9.4 µM; TAMRA-labeled TCR probe fluorescence, biochemical; in the data active means inhibition above about 19%;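 further: recombinant mutant TCR 2C K166C tagged with TAMRA read by polarization; 0% = receptor in buffer alone and 100% = receptor with positive control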
# HTRA1 inh – blocks human HTRA1 serine peptidase | 340,000 tested, 0.5% active | recombinant HTRA1, FP-rhodamine activity-based probe, fluorescence polarization | inhibition, % at 5.96 µM | Q92743; in the data active means inhibition above about 36%;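 further: 0% = enzyme with DMSO and 100% = wells lacking enzyme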
# PG9 Ab binder – PG9 antibody binding by small molecule | TR-FRET gp120-PG9 antibody binding | inhibition, % at 6.7 µM | 360,000 tested, 0.43% active; in the data active means inhibition above about 8.5%
# PRMT1 FP inh – blocks human protein arginine methyltransferase 1. Q99873. recombinant PRMT1, activity-based probe fluorescence polarization. inhibition, % at 2.79 µM. 370,000 tested, 1.3% active. AID 652257;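 active means inhibition above about 21% made by adding two undisclosed values, limit read from the data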
# LEDGF integ inh – blocks HIV-1 LEDGF/p75-dependent DNA integration. inhibition, % at 3.7 µM. 370,000 tested, 0.64% active. TR-FRET IN-LEDGF/p75 DNA integration, Eu/Cy5. AID 743269;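 active means inhibition above the screen-wide mean plus 3 SD, cut at about 13% in these data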;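 further: signal is the Cy5 over europium emission ratio at 671 and 618 nm; 0% = plate median of compound wells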
# Tn7 DDE FP – inhibitors of Tn7 peptide binding to human fibrin DD(E); P02675; 370,000 tested, 0.13% active; FP displacement of FITC-Tn7 peptide from fibrin DD(E); 0% = median of compound wells per plate; inhibition, % at 8.3 µM;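 active means inhibition above the mean of compounds falling within the control limits plus 3 SD of them, cut at about 14% in these data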;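 further: 0% = plate median of compound wells and 100% = 10 µM Aha-Tn7 peptide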
# Target sequence (P02675 whole entry, looked up): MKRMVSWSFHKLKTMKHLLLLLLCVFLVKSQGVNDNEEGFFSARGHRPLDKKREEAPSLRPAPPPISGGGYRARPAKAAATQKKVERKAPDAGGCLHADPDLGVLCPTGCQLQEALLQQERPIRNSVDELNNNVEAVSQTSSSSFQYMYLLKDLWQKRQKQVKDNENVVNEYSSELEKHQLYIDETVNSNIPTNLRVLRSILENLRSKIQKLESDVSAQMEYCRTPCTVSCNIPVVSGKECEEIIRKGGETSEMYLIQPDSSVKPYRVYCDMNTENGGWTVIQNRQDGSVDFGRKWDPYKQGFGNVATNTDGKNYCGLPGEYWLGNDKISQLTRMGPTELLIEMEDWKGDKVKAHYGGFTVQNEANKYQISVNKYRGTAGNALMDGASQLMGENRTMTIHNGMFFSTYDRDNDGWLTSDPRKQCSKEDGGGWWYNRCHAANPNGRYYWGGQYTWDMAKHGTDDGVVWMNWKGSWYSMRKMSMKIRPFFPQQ
#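 Assay system: human fibrin DD(E) protein / Input: 2 µM fibrin DD(E) / Benchmarks: high control of 10 µM Aha-Tn7 peptide / Measured by: fluorescence polarization of the labelled Tn7 tracer / Medium: Tris buffer with calcium and detergent, pH 7.8 / Timing: 10 min compound pre-incubation, 3 h probe incubation at room temperature / Repeats: one replicate per compound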
# TDP2 inh – TDP2 (human) inhibition, absorbance primary screen; O95551; recombinant TDP2, T5PNP hydrolysis, p-nitrophenol absorbance 415 nm; inhibition, % at 12.8 µM; 370,000 tested, 0.34% active; AID 720702;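 active means inhibition above the mean of all tested compounds plus 3 SD, set per campaign, cut at about 25% in these data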;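 further: 0% = DMSO with enzyme and 100% = buffer with substrate but no TDP2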
#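 Test system: Human TDP2 enzyme | Reagent: 5 mM T5PNP | Compound dosing: 12.8 µM single point, 1% DMSO | Incubation: Enzyme reaction with compound for 2 h at 37 °C | Technique: p-Nitrophenol epi absorbance | Read-out: % inhibition relative to enzyme-containing and enzyme-free wells | Benchmarks: High control without enzyme, low control DMSO plus TDP2 | Replicates: Singlicate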
# ABHD4 inh – inhibitors of mouse ABHD4; inhibition, % at 8.92 µM; Q8VD66; AID 720543; purified mABHD4, FP-Rh probe fluorescence polarization; 370,000 tested, 0.54% active;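 active means inhibition exceeding the mean over every tested compound plus 3 SD, cut at about 30% in these data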;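 further: 0% = plate median of compound wells and 100% = S159A mutant with DMSO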
#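 Doses – 8.92 µM, single dose · Material – wild-type mouse ABHD4 protein · Replication – single well per compound (singlicate) · Measure – percent inhibition of probe binding, normalized to plate controls · Schedule – 45 min compound pre-incubation plus 60 min probe step, 25 °C · Detection – fluorescence polarization with parallel and perpendicular emission, 525/598 nm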
# SIAE inh – inhibitors of human sialic acid acetylesterase SIAE; SIAE FP-Rh probe binding, fluorescence polarization; inhibition, % at 9.66 µM; Q9HAT2; 370,000 tested, 0.69% active;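 active means inhibition above a cutoff: mean of compounds within the control limits plus 3 SD of those, cut at about 17% in these data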;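 further: 0% = plate median of compound wells and 100% = probe without SIAE protein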
# Target sequence (Q9HAT2 whole entry, looked up): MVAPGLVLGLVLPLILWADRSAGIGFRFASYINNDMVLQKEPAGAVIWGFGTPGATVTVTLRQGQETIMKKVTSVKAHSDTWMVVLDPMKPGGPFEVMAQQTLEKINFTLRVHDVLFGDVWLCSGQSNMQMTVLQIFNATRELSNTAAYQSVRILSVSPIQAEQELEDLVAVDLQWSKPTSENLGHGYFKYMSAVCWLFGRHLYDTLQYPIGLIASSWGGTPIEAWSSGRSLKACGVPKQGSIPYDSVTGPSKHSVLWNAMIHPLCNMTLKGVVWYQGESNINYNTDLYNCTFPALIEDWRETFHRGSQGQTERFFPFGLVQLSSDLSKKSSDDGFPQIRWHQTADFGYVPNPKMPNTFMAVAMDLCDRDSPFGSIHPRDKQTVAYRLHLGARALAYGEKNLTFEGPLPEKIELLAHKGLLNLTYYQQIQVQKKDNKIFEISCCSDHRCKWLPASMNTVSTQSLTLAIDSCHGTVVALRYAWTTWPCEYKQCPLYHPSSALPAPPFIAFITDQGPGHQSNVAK
# UHRF1 binding – UHRF1 methyl-DNA binding inhibition. Q96T88. 370,000 tested, 0.75% active. inhibition, % at 4.4 µM. UHRF1 binding to methylated oligo, TR-FRET; in the data active means inhibition above about 21%;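 further: UHRF1 SRA domain binding a hemimethylated CpG hairpin DNA probe; 0% = median of test compound wells and 100% = reference inhibitor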
# * = called active by the depositor; . = no result given.
# Every second line gives: PRMT1 FP inh, TDP2 inh, LEDGF integ inh, PG9 Ab binder, HTRA1 inh, TCR CD3 inh, Tn7 DDE FP, SIAE inh, UHRF1 binding, ABHD4 inh
Cc1ccc(S(=O)(=O)N2CCC(=O)N(C(COCc3cccc(Cl)c3)C(C)C)CC2)cc1 (centres undefined)
 : 2.0, 4.1, -1.0, -2.1, -8.2, -5.6, -1.4, 4.6, -1.0, 5.0
Cc1cccc(NC(=O)c2ccccc2OCC(=O)N2CCOCC2)c1C
 : -3.1, 3.6, 1.4, -0.9, -3.3, 4.7, -3.1, 0.5, 3.3, 9.4
O=C(CC12CC3CC(CC(C3)C1)C2)N1CCOCC1
 : 0.5, 1.8, 1.2, 1.2, 2.4, -6.7, 3.3, 2.2, 6.8, -2.1
CCN(CCCNC(=O)CNC(=O)Cn1cnc2ccccc2c1=O)c1ccccc1
 : -3.1, -1.6, -0.3, -2.8, 0.4, 6.9, 7.3, -2.9, -4.9, 0.2
Cc1cc(-c2nc3ccccc3o2)c2ccccc2n1
 : -3.1, 2.2, 5.6, -2.1, -6.2, 5.8, 4.6, 3.1, -6.3, -5.5
CCCC1=C(C(=O)OCC)C(c2cccs2)C(C#N)=C(N)O1 (centres undefined)
 : -1.4, 12.8, 3.1, -0.7, -3.2, 2.3, -0.4, 4.4, -7.3, -1.5
CC(C)=NOc1nc(N2CCOCC2)nc(N2CCOCC2)n1
 : -2.4, 5.9, -3.0, -1.8, ., 8.7, 0.1, 8.9, 2.3, -2.2
O=C(CCN1CCN(C(c2ccccc2)c2ccccc2)CC1)N/N=C/c1ccc(O)cc1O
 : -0.5, 2.0, -2.8, -2.2, 2.4, -2.3, -3.2, 12.4, -6.2, 9.3
Cc1cc(NC(=O)C(C)SCC(=O)OCc2c(Cl)cccc2Cl)no1 (centres undefined)
 : 4.1, 0.6, 0.0, 0.1, -21.6, -1.3, 4.0, -2.2, 0.5, -1.5
CCC(C)NC(=O)c1n[nH]c(=O)c2ccccc12 (centres undefined)
 : -0.6, -9.6, 1.2, -0.6, -0.9, 2.8, -0.7, -4.7, 0.2, -7.5
COc1cccc(C2C3CN(C)CC=C3C(C#N)=C(N)C2(C#N)C#N)c1OC (centres undefined)
 : 0.9, 5.5, 0.9, -0.3, 11.1, -1.1, -2.2, 0.1, 11.6, 6.1
O=C(CCc1nnc(Cc2ccc3c(c2)OCO3)o1)N(CC1CCC1)CC1CCCO1 (centres undefined)
 : -0.4, 6.3, 1.4, -1.2, 2.3, 7.2, -11.5, -5.4, 2.7, 4.1
CC1CCN(C(=O)CCN2C(=O)/C(=C/c3cccs3)SC2=S)CC1
 : -2.7, 6.1, 0.1, -2.9, -2.6, 0.2, 2.8, 1.2, 2.5, -3.2
C=C(C)n1c(=O)[nH]c2ccccc21
 : -0.1, -3.1, -2.0, -0.3, -0.6, -2.2, -0.4, -2.0, -0.3, 2.6
CN(C)CCCNc1ncnc2sc(-c3ccccc3)cc12
 : 6.3, 24.2, 0.8, 5.7, 2.1, 3.2, -4.0, 1.5, -17.1, 18.9
COC(=O)c1ccccc1NC(=O)Cn1cnc2c1c(=O)n(C)c(=O)n2C
 : -1.6, -15.4, 2.7, -0.3, -4.8, -5.5, -4.1, -4.0, -0.9, -10.4
O=C(Cn1cc(C(=O)C2CC2)c2ccccc21)Nc1ccccc1Cl
 : 1.2, -14.2, 0.4, 6.4, -7.5, -6.7, 0.4, 12.0, 1.6, -5.1
CCCc1ccc(OCCNC(=O)c2ccccc2Br)cc1
 : -0.3, 7.0, -0.7, 0.4, -9.0, 6.4, -0.8, -1.5, -1.5, -11.9
O=C(c1cnc2nc3ccccc3n2c1)c1cc(F)ccc1O
 : -1.0, 11.4, -0.1, 0.2, -12.7, 0.5, -7.9, -1.5, -3.9, -7.0
COc1ccc(Cl)cc1NC(=S)Nc1cccc(C)c1
 : -2.7, -0.4, 0.5, -0.9, -7.6, 0.4, 12.1, -1.9, -0.3, 0.0
COc1cccc(NC(=O)CCCCCN2C(=O)[C@@H]3Cc4ccccc4CN3C2=O)c1
 : 2.0, 19.1, 4.8, -2.1, -2.7, 4.4, -2.0, 4.7, 2.5, 1.8
Oc1ccc(-c2cccc(-c3ccc(O)cc3)n2)cc1
 : -1.1, -5.5, 3.4, 0.0, -9.4, 11.0, 0.4, -6.2, 0.8, -15.3
O=C(CC1C(=O)NCCN1Cc1cccc(Oc2ccccc2)c1)NCCCn1cccn1 (centres undefined)
 : 10.7, -8.0, -2.3, 0.1, -7.1, -6.7, 0.1, -4.6, 8.6, -13.5
COc1ccc(S(=O)(=O)NC(CCSC)C(=O)NC2CCCCC2)cc1 (centres undefined)
 : 2.2, -5.1, -2.8, 1.3, 2.1, -3.7, 0.4, 2.8, 2.9, 1.6
CCN(C(=O)COC(=O)c1cc(-c2ccccc2)nc2ccc(Br)cc12)C1CCS(=O)(=O)C1 (centres undefined)
 : 1.5, -2.7, -2.2, 12.3*, -5.7, -3.2, -0.2, 7.8, 0.1, -1.0
CN1C[C@@H]2C(c3ccc(Cl)nc3)C3(c4cccnc4)CC2(C3)[C@H]1c1ccccc1 (some centres undefined)
 : 1.4, -1.1, -1.8, -1.0, -3.4, 4.6, 2.3, -1.1, 0.3, -0.3
Clc1ccccc1Cn1nnc2c(N3CCCC3)ncnc21
 : 1.2, 1.0, -1.1, -0.5, -6.3, 0.0, 5.3, 0.8, 3.1, -4.6
C=CCn1c(C)cc(-c2csc(N)n2)c1C
 : 14.9, 16.7, 9.6, -1.3, 59.9*, 0.6, -0.4, 8.3, 3.2, 20.2
Cc1ccc(NC(=O)CS(=O)CC(=O)Nc2ccc3c(c2)OCO3)cc1Cl (centres undefined)
 : 1.3, 2.3, 1.9, 0.1, -2.4, 5.4, -0.7, 0.0, 0.4, -10.2
CCC1(C)C(Nc2c(C)cccc2C)=NC(=S)N1c1ccc(NC(C)=O)cc1 (centres undefined)
 : 1.5, 7.1, -2.8, 1.0, 2.4, -0.3, 6.8, 0.0, 2.7, 11.6

# Limited to TCR CD3 inh, for some of the entries so far:
compound | TCR CD3 inh
COc1cccc(NC(=O)CCCCCN2C(=O)[C@@H]3Cc4ccccc4CN3C2=O)c1 | 4.4
Cc1cc(-c2nc3ccccc3o2)c2ccccc2n1 | 5.8

# (next part)
# Every second line gives: PRMT1 FP inh, TDP2 inh, LEDGF integ inh, PG9 Ab binder, HTRA1 inh, TCR CD3 inh, Tn7 DDE FP, SIAE inh, UHRF1 binding, ABHD4 inh
CSCCC(NC(=O)C12CC3CC(CC(C3)C1)C2)C(=O)OCC(=O)c1ccccc1 (centres undefined)
 : -1.6, -2.7, 4.7, -1.6, 2.5, 0.6, -2.2, 7.7, -0.7, 0.5
COCc1c(C(=O)OCC(=O)N2CCCC2=O)oc2ccccc12
 : 4.1, -5.1, -3.9, 1.0, -0.8, -3.2, 3.6, -3.6, 4.5, -5.0
O=C(CCC(=O)N1CCN(C(=O)c2ccco2)CC1)c1ccc(F)cc1
 : -4.8, 0.0, -3.3, 0.8, 3.5, -0.8, -6.3, -0.1, -0.5, 2.7
COc1cc(CCC(=O)OCC(=O)Nc2ccccc2OC(F)F)cc(OC)c1OC
 : -0.3, -3.7, 0.8, 0.0, 2.9, 8.2, -1.8, -5.7, 1.9, -0.9
CCCCC[C@@H](O)c1cc2ccccc2c(=O)o1
 : 0.7, 5.3, -0.8, 0.0, -6.8, 4.8, 4.2, 1.5, 0.4, 3.4
COc1cccc(NC(=O)C2CCCN(S(=O)(=O)c3cccc4nsnc34)C2)c1 (centres undefined)
 : -2.5, 12.3, 1.9, 0.9, -5.9, 1.3, 4.5, 2.6, -1.6, -0.4
COc1ccc2nc(NCc3ccc(OC)c(OC)c3OC)sc2c1
 : -2.4, -0.9, -0.1, 0.2, 1.8, 2.2, -2.5, 1.0, -2.3, 0.6
CCOC(=O)N1CCN(C(=O)CSc2nc(=O)n3ccccc3n2)CC1
 : -0.2, 10.5, 1.1, -0.1, 1.5, 0.2, 3.4, 3.8, -2.0, 6.8
COc1ccc(C(=O)C[n+]2cccc(C)c2C)cc1[N+](=O)[O-]
 : -1.1, 9.2, -1.9, 1.7, 1.0, -5.0, -1.2, 1.5, -1.0, -2.5
N#CC1(NC(=O)COC(=O)c2nc(Cl)c(Cl)c(N)c2Cl)CCCCC1
 : 1.9, 6.3, -0.7, -0.9, -11.4, 1.6, 0.1, -2.7, -0.2, 4.4
Cc1ccccc1S(=O)(=O)N1C[C@H]2CON(C)[C@H]2C[C@H]1c1cccc(-c2ccc(C#N)cc2)c1
 : -2.4, -6.9, -1.6, -2.6, -17.9, 12.5, -5.3, -8.9, -3.2, -7.3
CN(C)S(=O)(=O)c1cccc(-c2cn3ccccc3n2)c1
 : 0.1, 8.5, 7.8, -0.6, 8.8, -4.1, -7.8, 3.8, -0.5, 4.2
CCC(=O)Nc1ccc(S(=O)(=O)Nc2ccccn2)cc1
 : -0.3, 3.9, 2.3, -1.5, 3.1, 2.9, -1.3, 1.1, -2.5, 1.2
COc1ccc(-c2nc3ccccc3s2)cc1NC(C)=O
 : -2.2, 10.1, -0.5, -0.5, -4.6, 8.6, 7.3, -5.6, -3.4, 3.0
COc1cccc(C(=O)NNC(=O)C(=O)Nc2ccc(C)c(Cl)c2)c1
 : -5.2, 2.3, 4.2, -0.5, -10.1, 0.6, -3.7, -6.2, 0.3, -11.2
Cc1onc(-c2ccccc2)c1C(=O)Nc1ccc(-c2nnc3n2CCCCC3)cc1
 : -2.6, -3.4, -2.7, 0.0, -3.5, 9.5, 1.1, 13.0, -5.0, -9.1
COC(=O)c1sccc1NC(=O)CSc1ccccc1NS(=O)(=O)c1cc(Cl)ccc1Cl
 : -1.2, -1.9, -0.3, -1.1, -31.9, -3.2, 0.9, -2.2, -2.4, -32.3
O=C(N[C@@H]1CCCc2c1cnn2-c1ccc(F)cc1F)c1ccccn1
 : -3.9, 7.0, -4.4, ., ., ., 0.1, 4.3, -2.2, -2.4
COc1cccc(N/C(SC)=C(/C#N)C(=O)NCc2cccs2)c1
 : 3.8, 1.2, -3.5, 0.7, -16.8, -10.3, 7.0, -2.5, 3.4, -3.1
Cc1ccc(S(=O)(=O)N[C@@H](Cc2ccccc2)C(=O)N2CCC(C(=O)N[C@@H](CC(C)C)C(=O)O)CC2)cc1
 : 0.1, 11.4, 0.3, -0.4, -4.1, -5.6, 4.6, 3.6, -1.6, 1.2
CN(C)S(=O)(=O)c1ccc(Cl)c(C(=O)NCCNC(=O)c2cc(S(=O)(=O)N(C)C)ccc2Cl)c1
 : 12.8, -16.0, -5.8, -1.9, 3.2, -5.8, 6.3, -2.7, 1.4, -14.2
Cc1ccccc1NS(=O)(=O)c1cc(C(=O)N2CCc3ccccc3C2)ccc1C
 : -1.2, -17.2, -2.6, 0.0, -28.2, 6.6, 5.3, -2.2, -0.7, -15.2
CCOC(=O)c1c(NC(=O)Cn2cnc3scc(-c4ccc(C)cc4)c3c2=O)sc(C)c1C
 : 13.3, -6.5, 3.6, 0.1, -16.5, -6.5, 2.7, -7.4, 2.9, -8.2

# From PubChem
